Source: PubChem
Tau fluor counter – counter-screen for tau fibril formation inhibitors | tau K18 P301L Alexa594 fluorescence, heparin fibrillization | Potency, µM (doses to about 57.7 µM), for the others: at the highest dose activity change, negative = decrease | hit rate 0.93% among 280,000; note: nearly all actives have a fitted effect of over 55% in size
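Human tau K18 P301L (15 uM unlabeled, 0.24 uM Alexa 594-labeled) in 100 mM sodium acetate pH 7 with 20 uM heparin, 6 hr at 37 C. ThT 30 uM added, 1 hr ambient; Alexa 594 FP and total fluorescence read at 555/632 nm.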
Tau fibril FP – blocks human tau fibril formation measured by polarization; hit rate 0.39% among 280,000; Potency, µM (series often up to 57.7 µM), inactives show top-dose activity, negative = inhibition, hits mostly inhibitors; K18 P301L tau heparin fibrillization, Alexa594 FP, 6 h; note: nearly all actives have a fitted effect of over 55% in size
Target sequence (P10636 561-689 P618L limits assumed): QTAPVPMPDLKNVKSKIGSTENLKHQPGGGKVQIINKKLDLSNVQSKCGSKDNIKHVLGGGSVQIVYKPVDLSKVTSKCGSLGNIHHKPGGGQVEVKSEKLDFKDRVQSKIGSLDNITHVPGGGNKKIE
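Recombinant K18 P301L […], labeled with Alexa 594 at 0.24 uM over 15 uM unlabeled; heparin inducer 20 uM final; 37 C, 6 hr; FP endpoint.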
Tau ThT inhib – blocks human tau fibril formation measured by thioflavin T | AID 1460 | hit rate 2.1% among 270,000 | P10636 | recombinant tau K18 P301L (four-repeat tau fragment), heparin-induced fibrillization, ThT fluorescence | Potency, µM (titrated, usually from 57.4 µM), inactives show top-dose activity, negative = inhibition, actives largely listed as inhibitors; note: nearly all actives have a fitted effect of over 55% in size
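Heparin-induced (20 uM) aggregation of recombinant human K18 P301L tau, 15 uM unlabeled with 0.24 uM labeled, pH 7 acetate buffer, 6 hr at 37 C with compound. Fibrils quantified by 30 uM ThT fluorescence after 1 hr ambient incubation.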
Starred values were filed as active, the others as inactive; ? = inconclusive. Calls come from the whole dose curve; as a rule, active = well fitted curve in the direction sought with a large enough effect; inconclusive = small, poorly fitted or top-dose-only effect, or another doubt; inactive = no such curve, though single readings can be large; an effect the other way counts as inactive or inconclusive. % is set by controls: 0 for no effect and ±100 for the full control effect; potency is the fitted concentration of half-maximal effect.

nr | SMILES | Tau fluor counter | Tau fibril FP | Tau ThT inhib
1 | CCOCCCNC(=O)c1cnc2sc(N3CCCCCC3)nn2c1=O | -4% | -4% | -9%
2 | O=C(NCC(c1cccs1)S(=O)(=O)c1cccs1)c1ccccc1 (stereo not drawn) | 6% | -9% | -3%
3 | O=C(NCCc1ccccc1)c1ccc2c(c1)nc1n2CCOC1 | 1% | -3% | ?
4 | CC1CCCN(c2csc3ccccc3c2=O)C1 (stereo not drawn) | -20% | 6% | ?
5 | COc1ccc(NC(=O)C2CCN(S(=O)(=O)c3ccc4c(c3)CCCC(=O)N4)CC2)c(OC)c1 | -16% | -4% | -6%
6 | CN(C(=O)CSc1nc(C2CCCC2)nc2c1c(=O)n(C)c(=O)n2C)c1ccccc1 | 1% | 3% | -12%
7 | COc1ccc(Cl)cc1NC(=O)CSc1nc(=O)n(Cc2ccco2)c2c1CCC2 | -14% | 0% | ?
8 | Cc1ccc(-n2ncc(C(=O)N3CCN(C(=O)c4ccco4)CC3)c2C2CCN(C(=O)OC(C)(C)C)CC2)cc1 | -5% | -13% | -3%
9 | COc1ccc2c(CNCc3ccc(Cl)cc3)c(C(=O)O)n(Cc3ccccc3C)c2c1 | 1% | -5% | 8%
10 | COc1cccc(CNC(=O)c2ccc3c(c2)nnn3C2CCCC2)c1 | -19% | -5% | -10%
11 | CC(CNS(=O)(=O)c1ccc2c(c1)CC(=O)N2C)c1ccccc1 (stereo not drawn) | -11% | 9% | -5%
12 | Cc1ccc(C)c(NC(=O)CSc2c(C)cnc3c2c(=O)n(C)c(=O)n3C)c1 | -4% | -6% | -11%
13 | COc1ccc(NC(=O)c2oc3ccc(S(=O)(=O)N(C)C4CCCCC4)cc3c2C)cc1 | -27% | -10% | 6%
14 | Cc1cccc(C)c1NC(=O)c1oc2ccc3c(c2c1C)C(=O)CC(C)(C)O3 | -8% | 3% | -4%
15 | Cc1c(Cl)cccc1NC(=O)CSc1nc(=O)n(Cc2ccccn2)c2c1CCC2 | -5% | -1% | -6%
16 | CCCn1c(=O)c2sccc2n2c(CCCC(=O)NC3CCCCC3)nnc12 | -2% | -3% | 2%
17 | O=C(CSc1cn(CC(=O)N2CCCC2)c2ccccc12)Nc1cc(C(F)(F)F)ccc1Cl | -20% | 11% | ?
18 | CCCC(CCC)C(=O)Nc1cccc(-c2cn3cccnc3n2)c1 | -20% | -5% | -2%
19 | Cc1cccc(Cn2c(CNS(=O)(=O)c3ccc(C(C)C)cc3)nc3cccnc32)c1 | -16% | -13% | -5%
20 | CCC1CCCCN1C(=O)Cn1c(=O)n(CC2CCC(C(=O)NC)CC2)c(=O)c2sccc21 (stereo not drawn) | 5% | 0% | 3%
21 | O=C(CCC1N=C2c3ccccc3N=C(SCc3ccccc3F)N2C1=O)NCCc1ccccc1 (stereo not drawn) | -3% | 3% | -11%
22 | CCS(=O)(=O)NCCc1sc2nc(-c3ccc(OC)cc3)nn2c1C | -3% | -9% | -8%
23 | O=C(NCCc1ccc(F)cc1)C(=O)NCC(c1ccc2c(c1)OCO2)N1CCOCC1 (stereo not drawn) | 9% | 1% | 13%
24 | COc1ccccc1NC(=O)CSC1=Nc2ccccc2C2=NC(CCC(=O)NCc3ccco3)C(=O)N12 (stereo not drawn) | -7% | -1% | -4%
25 | CCc1ccc(CNC(=O)C2COc3ccc(OC)cc3C2)cc1 (stereo not drawn) | 2% | 1% | -6%

Next section.
nr | SMILES | Tau fluor counter | Tau fibril FP | Tau ThT inhib
26 | CCCCc1nn2c(=O)cc(COC(=O)CNC(=O)COc3ccc(C)cc3)nc2s1 | -3% | 1% | -7%
27 | CCN1CCN(c2ncnc3c2cnn3-c2ccc(C)c(Cl)c2)CC1 | -23% | -11% | -15%
28 | COc1cc([N+](=O)[O-])ccc1NC(=O)N1CCN(c2cc(-c3noc(C)n3)ccc2C)CC1 | -16% | 7% | 1%
29 | CCOC(=O)c1ccc(NC(=O)Nc2c[nH]c(=O)[nH]c2=O)cc1 | -21% | -8% | ?
30 | CCc1nc2ccc(C(=O)NCCc3ccccc3OC)cc2nc1CC | -1% | 8% | ?
31 | CCCCN(CC)Cc1ccc(CNS(=O)(=O)c2cc3c(cc2Cl)NC(=O)CO3)o1 | -8% | ? | -4%
32 | CCOc1ccc(CCNC(=O)C2Cc3ccccc3N2C(=O)CC)cc1OCC (stereo not drawn) | 0% | -16% | 12%
33 | CC(=O)N1CCCc2cc(S(=O)(=O)Nc3ccc(Cl)cc3F)ccc21 | -14% | 6% | -6%
34 | CCOc1ccc(NC(=O)CSc2cn(CC(=O)N3CCOCC3)c3ccccc23)cc1 | -11% | -5% | -11%
35 | COc1cc(Cl)c(NS(=O)(=O)c2ccc(-c3coc(C)n3)cc2)c(OC)c1 | -24% | -3% | -8%
36 | CCc1nnc(NC(=O)CSc2nc3c([nH]c4ccccc43)c(=O)n2-c2ccc(Cl)cc2)s1 | -13% | -12% | 5%
37 | COC(=O)c1scc(-c2ccccc2)c1S(=O)(=O)Nc1cccc(C)c1C | -18% | -9% | -2%
38 | COc1ccc(N2CCN(C(=O)c3nn(-c4ccc(C)cc4)c(=O)n(C)c3=O)CC2)cc1 | -1% | ? | -11%
39 | COc1ccc(OCC(=O)NCC2(N3CCN(C)CC3)CCCCC2)cc1 | 2% | -2% | 2%
40 | CCN(CC)C(=O)CSc1nc2cc3c(cc2c(=O)n1Cc1ccc(C(=O)NCCc2ccc(OC)c(OC)c2)cc1)OCO3 | 11% | -2% | 17%
41 | Cc1nn(-c2ccccc2)c2nc(C3CC3)cc(C(=O)NCc3ccccc3Cl)c12 | -15% | -9% | 2%
42 | COCCn1c(C)cc(O)c(C(c2ccccc2OC)N2CCCCC2)c1=O (stereo not drawn) | 5% | 2% | ?
43 | COc1ccc(SCc2cc(=O)c3cc(Cl)ccc3[nH]2)cc1 | -8% | -10% | 1%
44 | COC(=O)c1c(-c2ccc(Cl)cc2)noc1N1CCN(c2cccc(C(F)(F)F)c2)CC1 | -10% | -5% | ?
45 | Cc1ccccc1OC(=O)CSc1nnc(-c2ccc(F)cc2)o1 | 0% | -8% | 3%
46 | O=C(Nc1cccc(Cl)c1)C1CCCN(c2nn3cc(-c4ccc(F)cc4)nc3s2)C1 (stereo not drawn) | ? | ? | -12%
47 | COc1cccc(C(=O)N2CCc3c([nH]c4ccccc34)C2c2ccc(SC)cc2)c1 (stereo not drawn) | -10% | -3% | -5%
48 | CCOC(=O)N1CCc2c(sc(NCc3ccc(N(C)C)cc3)c2C(=O)Nc2ccccc2OCC)C1 | ? | 7% | ?
49 | Cc1nc2c(C(=O)NC(C)c3ccccc3)cnn2c(C)c1Cc1ccccc1 (stereo not drawn) | -16% | 0% | ?
50 | COc1ccc(C(=O)NCC(c2ccc3c(c2)OCO3)N2CCN(C)CC2)cc1OC (stereo not drawn) | 3% | -2% | 4%

Structures shown so far containing two or more sulfur atoms, in the order listed:
nr | SMILES | Tau fluor counter | Tau fibril FP | Tau ThT inhib
2 | O=C(NCC(c1cccs1)S(=O)(=O)c1cccs1)c1ccccc1 (stereo not drawn) | 6% | -9% | -3%
22 | CCS(=O)(=O)NCCc1sc2nc(-c3ccc(OC)cc3)nn2c1C | -3% | -9% | -8%
36 | CCc1nnc(NC(=O)CSc2nc3c([nH]c4ccccc43)c(=O)n2-c2ccc(Cl)cc2)s1 | -13% | -12% | 5%
37 | COC(=O)c1scc(-c2ccccc2)c1S(=O)(=O)Nc1cccc(C)c1C | -18% | -9% | -2%

Next part
nr | SMILES | Tau fluor counter | Tau fibril FP | Tau ThT inhib
51 | O=C(Cn1cc(S(=O)(=O)Cc2cccc(Cl)c2)c2ccccc21)NCCc1ccccc1 | -5% | -15% | 5%
52 | Cc1ccc2c(c1)N(C(=O)N1CCC(C(=O)Nc3cccc(F)c3)CC1)CCO2 | ? | 6% | 2%
53 | Cc1ccc(Sc2c(C(=O)NCc3ccccc3C)[nH]c3ccccc23)cc1 | -8% | -3% | -8%
54 | Cc1ccc(C)c(S(=O)(=O)c2nnn3c2nc(NCc2cccs2)c2sccc23)c1 | ? | ? | 12%
55 | COc1ccccc1NC(=O)CSc1ncc(CO)n1Cc1ccc(F)cc1 | -3% | -4% | 7%
56 | CCOc1ccc(CCNC(=O)CCCn2c(=O)c3cccn3c3ccccc32)cc1 | -14% | ? | 8%
57 | Cc1nc2ccccc2c(=O)n1-c1ccc(NC(=O)c2cccc([N+](=O)[O-])c2)cc1 | -9% | ? | -5%
58 | COc1ccc2cc(-c3cn4c(n3)sc3cc(F)ccc34)c(=O)oc2c1 | -11% | 2% | ?
59 | COc1ccccc1CNC(=O)c1cccn1-c1nnc(N2CCCC2)s1 | 0% | -5% | 5%
60 | Cc1cc(Nc2cccc(C(F)(F)F)c2)ncn1 | -16% | -1% | -11%
61 | CCC1CCCCN1CCCNC(=O)c1c(C)oc2ncn(CC(C)C)c(=O)c12 (stereo not drawn) | -6% | -8% | 0%
62 | CCOC(=O)c1cccc(NC(=O)CCSCCc2ccccn2)c1 | -2% | -2% | -4%
63 | CCc1cccc(NC(=O)c2c(C)oc3nc(C)nc(N4CCCC4)c23)c1 | -8% | -2% | -3%
64 | O=C(Nc1ccc(Br)cc1F)C1CCN(c2nc3ccccc3[nH]2)CC1 | -26% | 7% | ?
65 | CC(=O)c1cccc(NC(=O)c2sc(-n3nc(C)c(Cc4ccc5c(c4)OCO5)c3C)nc2C)c1 | -21% | -12% | 0%
66 | CN(C)CCNc1oc(-c2ccc(COc3ccc(Cl)cc3)o2)nc1C#N | ? | ? | -11%
67 | Cc1ccc(-n2c(=O)c3c(c4cc(C)ccc4n3C)n(CC(=O)Nc3ccc(F)cc3)c2=O)cc1 | -1% | -8% | 1%
68 | CCN1CCN(CCCNC(=O)Cn2c(-c3cccs3)cc3ccccc32)CC1 | -11% | 1% | -13%
69 | COc1ccccc1CNC(=O)c1c2c(nc3ccccc13)C(=O)N(C1CCCCC1)C2 | 0% | -1% | -13%
70 | CCOC(=O)c1c(NC(=O)CS(=O)(=O)c2ccc(Cl)cc2)sc2c1CCCC2 | -6% | -11% | -8%
71 | COc1ccc(NC(=O)N2CCN(c3cc(-c4noc(C)n4)ccc3C)CC2)c(OC)c1 | -16% | 4% | -8%
72 | COc1ccc(S(=O)(=O)NCC(c2ccc(N(C)C)cc2)N2CCOCC2)cc1 (stereo not drawn) | ? | 1% | ?
73 | CCCC(=O)Nc1cc(C(=O)NCc2ccccc2)ccc1S(=O)(=O)c1ccc(Cl)cc1 | -25% | -3% | ?
74 | Cc1ccc(NC(=O)c2nc(S(C)(=O)=O)ncc2N(Cc2ccccc2)Cc2ccco2)c(C)c1 | -12% | -6% | -4%
75 | CCc1ccc(-n2nc(C)c3c(C)cc(=O)n(CC(=O)Nc4cc(Cl)ccc4OC)c32)cc1 | 6% | ? | 4%

3 entries from above, sorted by their value in Tau ThT inhib, highest first.
item | SMILES | Tau fibril FP | Tau ThT inhib
56 | CCOc1ccc(CCNC(=O)CCCn2c(=O)c3cccn3c3ccccc32)cc1 | ? | 8%
70 | CCOC(=O)c1c(NC(=O)CS(=O)(=O)c2ccc(Cl)cc2)sc2c1CCCC2 | -11% | -8%
66 | CN(C)CCNc1oc(-c2ccc(COc3ccc(Cl)cc3)o2)nc1C#N | ? | -11%

Next section:
nr | SMILES | Tau fluor counter | Tau fibril FP | Tau ThT inhib
76 | COc1cc(OC)c(NC(=O)c2cc(C(C)=O)n3ccccc23)cc1Cl | ? | -5% | ?
77 | CCCOc1ccc(CNC(=O)Cn2cc3c(n2)-c2c(oc(C(=O)N4CCOCC4)c2C)CC3)cc1 | -14% | 3% | -14%
78 | CC1(C)C(=O)N(CC(=O)Nc2cccc(F)c2)c2ccc(S(=O)(=O)N3CCCCC3)cc21 | ? | ? | 4%
79 | CCOC(=O)c1c(NC(=O)c2cc3ccccc3c(=O)o2)sc2c1CCC(C)C2 (stereo not drawn) | -11% | 0% | -13%
80 | Cc1ccc2c(c1)c1c(c(=O)n(Cc3ccccc3)c(=O)n1Cc1cccc(F)c1)n2C | -9% | -7% | 8%
81 | Cc1ccc(NC(=O)c2c(N3CCCC3=O)c3cc(C)ccc3n2C)c(C)c1 | -8% | 1% | -9%
82 | COCCCNC(=O)N1[C@H](c2cccs2)[C@@H](C)C(=O)[C@@H](C)[C@@H]1c1cccs1 | -27% | 4% | -17%
83 | CCc1ccc2nc(N(Cc3cccnc3)C(=O)Cc3ccccc3)sc2c1 | -15% | 7% | -11%
84 | CC(C)c1ccc(CNc2nc(-c3ccco3)nn2S(=O)(=O)c2ccccc2)cc1 | -29% | ? | -11%
85 | COc1ccc(N2CCN(S(=O)(=O)c3ccc4oc(=O)c5ncn(C)c5c4c3)CC2)cc1 | 0% | 2% | 10%
86 | CCN(C(=O)CN1C(=O)c2ccccc2Sc2ccc(C(=O)OC)cc21)c1cccc(C)c1 | 5% | 6% | -4%

The list is partial; rates above refer to the full screens.
